OPRM1-OPRD1 inv: inverse agonists of MOR-DOR heterodimerization, primary screen, cell-based, luminescence; Mu-type opioid receptor (Homo sapiens) + Delta-type opioid receptor (Homo sapiens), …; cell-based MOR-DOR heterodimer luminescence, inverse agonism; inhibition, % at 9.3 µM; 0.21% of 340,000 active; AID 504357, 2011; in the data active = inhibition above about 22%, passing the limit was not always enough;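 also: 0% = cells with DMSO and 100% = wells without cells with DMSO; values of inactives mirror those of a sister screen read the other way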
PKA-R1A activ: activators of PKA-R1A holoenzyme, primary screen, biochemical, fluorescence polarization, Cy5-IP20, bovine R1A, mouse PKAc; PKA-R1A dissociation; scaled: DMSO 0%, 113 µM cGMP 100%; activation, % at 11.4 µM; 0.083% of 340,000 active; AID 504707, 2011;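 active = percent activation above the mean of all tested compounds plus 3 SD, cut at about 19% in these data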;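 also: higher means more PKAc released from R1A so a rise in polarization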
Tat export inh: E. coli Tat export inhibitors, primary screen, MC4100, TorA-mCherry reporter, fluorescence, single point; inhibition, % at 10 µM; 0.036% of 340,000 active;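 active = mean replicate inhibition at least 50% and at least half of replicates individually reaching 50%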;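 also: exported cargo escapes ClpAP degradation while cytoplasmic cargo is degraded and loses fluorescence; 0% = median of neutral control wells and 100% = median of NaSCN control wells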
Mot1-301 SUMO: yeast Mot1-301 growth rescue at high temperature, primary screen, SUMOylation pathway inhibitor project, S. cerevisiae, ATP luminescence, 38.5C; 1% of 320,000 active; S. cerevisiae Mot1-301 growth rescue; percent above DMSO median, 100 means doubled; growth rescue, % at 18.8 µM; AID 2716, 2010;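 active = every valid replicate shows activation above 250% relative to neutral control wells; inactive = the rest, any valid replicate at or below 250%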;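 also: OY570 slx delta 5 strain wells were the positive control but not used for scaling; some compounds called inactive have numbers as strong as hits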
phage Ecoli inh: growth loss of phage-infected E. coli, primary screen, RecBCD inhibitor project, absorbance, with phage, HTS; inhibition, % at 11.9 µM; 0.26% of 360,000 active; in the data active = inhibition above about 11%
PfHsp90 set2: growth inhibition of PfHsp90-expressing yeast, primary screen, antimalarial PfHsp90 inhibitor project, S. cerevisiae, BacTiter-Glo luminescence, single point, set 2; 0.32% of 310,000 active; BacTiter-Glo ATP, 48 h; yeast lacking PDR1 and PDR3 efflux regulators; inhibition, % at 9.4 µM;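 active = every replicate shows inhibition above about 80%, whatever the replicate mean, limit read from the data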;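 also: 0% = DMSO neutral controls and 100% = 20 µM radicicol positive controls; yeast relying on Plasmodium falciparum Hsp90 in place of its own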
HTR5A inv ag: HTR5A inverse agonists in luminescence cell assay, primary screen, counter-screen for OPRM1-OPRD1 heterodimer inverse agonist project, full-deck HTS. 5-hydroxytryptamine receptor 5A (Homo sapiens), P47898. inhibition, % at 9.3 µM. HTR5A cell line, inverse agonism. 0.083% of 340,000 active. AID 504634, 2011; in the data active = inhibition mostly above about 23%, no sharp cut-off; inactive = mostly below about 18%;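 also: 0% = cells with DMSO and 100% = no-cell wells with DMSO; some compounds called inactive have numbers as strong as hits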
Target sequence (P47898 whole entry, looked up): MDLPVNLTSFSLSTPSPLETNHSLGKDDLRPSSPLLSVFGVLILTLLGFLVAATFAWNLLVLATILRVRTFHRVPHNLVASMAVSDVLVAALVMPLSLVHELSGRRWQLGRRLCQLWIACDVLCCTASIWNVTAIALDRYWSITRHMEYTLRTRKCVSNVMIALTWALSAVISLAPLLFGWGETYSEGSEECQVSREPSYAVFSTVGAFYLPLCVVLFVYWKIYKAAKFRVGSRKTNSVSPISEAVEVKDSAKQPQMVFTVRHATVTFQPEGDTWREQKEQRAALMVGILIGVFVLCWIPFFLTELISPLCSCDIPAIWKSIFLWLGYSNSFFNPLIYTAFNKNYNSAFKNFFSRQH
OPRM1-OPRD1 ag: agonists of OPRM1-OPRD1 heterodimerization, primary screen, cell-based, luminescence | Mu-type opioid receptor (Homo sapiens) + Delta-type opioid receptor (Homo sapiens), … | cells | activation, % at 9.3 µM | 0.3% of 340,000 active; in the data active = activation above about 18%;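 also: 0% = vehicle-treated cells and 100% = reference agonist; values of inactives mirror those of a sister screen read the other way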
AddAB inh: growth inhibition of E. coli expressing H. pylori AddAB, primary screen, AddAB inhibitor project, absorbance; inhibition, % at 11.9 µM; 0.29% of 330,000 active; in the data active = inhibition above about 12%;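 also: 0% = vehicle wells of infected cells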
PKA-R2B act: activators of PKA-R2B holoenzyme, primary screen, biochemical, fluorescence polarization, Cy5-IP20, human | cAMP-dependent protein kinase catalytic subunit beta (Homo sapiens) + cAMP-dependent … | PKA-R2B holoenzyme dissociation; R2B truncated from residue 108, S112A mutant; 0% DMSO only, 100% 113 µM cGMP | activation, % at 11.4 µM | 0.079% of 340,000 active;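 active = activation above a cutoff set at the mean over all compounds plus 3 SD, cut at about 18% in these data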;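 also: higher means more holoenzyme dissociation and a rise in polarization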
Target sequence (P31323 whole entry, looked up, other chains not shown, the tested form may be a part): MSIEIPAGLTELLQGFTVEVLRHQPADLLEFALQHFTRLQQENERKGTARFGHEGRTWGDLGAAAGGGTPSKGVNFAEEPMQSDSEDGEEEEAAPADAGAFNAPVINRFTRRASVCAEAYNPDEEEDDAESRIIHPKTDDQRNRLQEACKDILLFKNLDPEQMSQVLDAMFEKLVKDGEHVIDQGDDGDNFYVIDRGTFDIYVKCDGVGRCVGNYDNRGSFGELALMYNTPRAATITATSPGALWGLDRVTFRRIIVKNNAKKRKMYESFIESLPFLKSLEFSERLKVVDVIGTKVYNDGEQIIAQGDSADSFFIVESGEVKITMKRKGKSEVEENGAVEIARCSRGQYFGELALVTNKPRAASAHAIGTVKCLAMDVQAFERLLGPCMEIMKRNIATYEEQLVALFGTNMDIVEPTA
E coli growth: E. coli V3065 growth inhibition, primary screen, counter-screen for AddAB inhibitor project, absorbance, OD600. 18 h. inhibition, % at 11.9 µM. 0.27% of 330,000 active. AID 449728, 2010;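 active = inhibition above the campaign's mean inhibition across all tested compounds plus 3 SD, cut at about 9.9% in these data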;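 also: uninfected addAB+ strain grown without phage in ampicillin broth; 0% = DMSO wells and 100% = ciprofloxacin 0.95 µg/ml wells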
Starred values were filed as active, the others as inactive; nt = not tested or not shown.

SMILES	OPRM1-OPRD1 inv	PKA-R1A activ	Tat export inh	Mot1-301 SUMO	phage Ecoli inh	PfHsp90 set2	HTR5A inv ag	OPRM1-OPRD1 ag	AddAB inh	PKA-R2B act	E coli growth
O=C(NCCC1CCCCN1S(=O)(=O)c1ccccc1)C(=O)Nc1ccccc1 (stereo not given)	-0.8	-0.5	-0.3	-7.6	-0.1	-3.3	-9.4	0.1	-0.3	-4.4	-0.7
Cc1nn(Cc2c(Cl)cccc2Cl)c(C)c1NC(=O)/C=C/c1cnn(C)c1C	11.3	12.7	-10.1	106.0	-0.2	nt	20.2	-2.1	1.1	-14.4	1.6
O=C(Nc1ccc(OC(F)(F)F)cc1)c1ccc2nc[nH]c2c1	13.2	-14.3	-1.6	-13.2	0.6	8.8	-7.3	-2.8	1.4	-4.8	2.6
Cc1[nH]c2ccccc2c1/C=N/NC(=O)c1ccccc1	19.4	8.2	10.0	-6.8	1.2	-1.0	1.7	-3.4	0.3	0.7	-2.2
O=C1CNC(=O)/C(=C\c2ccc(F)cc2)N1	8.4	2.0	-2.6	1.0	1.0	4.5	-24.9	-1.9	-2.5	-4.8	-0.7
O=C(NCC1CCCO1)c1ccc2c(c1)S(=O)(=O)c1ccccc1C2=O (stereo not given)	-18.2	3.0	-2.4	7.2	1.1	2.7	-9.7	3.1	2.2	-9.5	-0.5
Cc1cc(C)cc(C(=O)N2CCN=C2c2ccccc2)c1	-0.5	-7.5	-6.6	-4.6	0.7	7.2	1.1	0.1	0.8	-8.4	0.1
CCOc1ccccc1/C=C/c1cc(C(=O)O)c2ccccc2n1	12.7	-7.0	1.0	-39.1	0.8	-13.2	15.1	-2.5	0.5	-5.8	1.6
CN1CCN(C(=O)CN(c2cc(C(F)(F)F)ccc2Cl)S(C)(=O)=O)CC1	0.5	4.0	17.7	22.0	0.2	-0.2	17.3	-0.1	2.6	3.1	-0.9
CCCCN(CC)C(=O)c1oc2ccc(S(=O)(=O)N3CCCC3)cc2c1C	-1.7	-20.0	-0.7	18.8	2.2	8.0	-6.2	0.3	1.0	-4.6	-0.8
CCCS(=O)(=O)c1nc(S(=O)(=O)c2ccc(C)cc2)c(N2CCOCC2)s1	-2.8	-9.0	-2.5	-3.1	3.4	13.9	2.2	0.5	2.0	7.1	-0.9
CC(C)CC(c1nnnn1Cc1ccc2c(c1)OCO2)N1CCC(C(N)=O)CC1 (stereo not given)	15.3	-6.0	-5.6	-2.7	7.2	6.4	-7.0	-2.7	2.6	-0.5	-0.2
O=C(NCc1cccnc1)c1ccccc1[N+](=O)[O-]	10.7	-12.7	-17.0	-10.7	3.8	-6.6	10.6	-1.7	2.4	-7.5	-1.3
CCOC(=O)c1c(NC(=O)c2cccs2)sc2c1CCCC2	12.8	2.0	1.2	-7.9	3.2	-18.9	5.4	-2.4	-0.9	4.1	-0.9
Cc1cccc(NC(=O)c2nc[nH]c2C(=O)NCCCNC(=O)c2[nH]cnc2C(=O)Nc2cccc(C)c2)c1	12.1	-21.7	-1.9	24.2	2.9	-3.5	0.2	-2.2	2.1	-0.2	-0.8
O=C(COC(=O)Cc1cccc(C(F)(F)F)c1)Nc1cccc2ccccc12	-13.2	-11.3	4.7	1.8	3.7	-8.5	8.3	1.9	-2.0	-8.5	-2.4
CN(C)c1ccc(C(C(=O)NCC2CCCO2)N(Cc2ccccc2)C(=O)c2snc(C(N)=O)c2N)cc1 (stereo not given)	11.7	-8.6	6.3	-16.3	1.2	10.4	3.4	-1.8	1.2	5.5	-2.6
CCCCn1c(=O)[nH]c2c(oc3ccccc32)c1=O	18.6	-0.2	-7.0	-10.1	1.0	4.7	-7.4	-3.2	-1.6	9.2	-2.0
CN(C)c1ccc(CN(C(=O)COc2ccccc2)C2CCS(=O)(=O)C2)cc1 (stereo not given)	3.4	-0.8	-2.6	-0.9	4.7	nt	-39.2	-0.7	-1.8	2.1	2.5
CC(C)CCn1c(Cl)nc2c1c(=O)n(C)c(=O)n2C	5.0	1.1	-8.3	-13.4	2.1	-0.3	-6.7	-1.0	-0.7	2.7	-0.5
COc1ccc(S(=O)(=O)N2CCCCC2)cc1NC(=O)c1ccc(OC)c(OC)c1	6.1	-1.6	-4.4	nt	3.0	-29.0	8.7	-1.2	nt	-9.8	nt
Cc1ccccc1OCc1nnc(SCC(=O)NC2CCCCC2)o1	7.0	-4.9	6.6	0.9	-0.8	-10.2	-15.7	-1.1	3.1	-3.7	-3.2
COc1ccc2cc(C(=O)N3CCC(Cc4ccccc4)CC3)[nH]c2c1	-30.8	-4.4	-2.7	9.6	2.1	8.0	-16.1	6.2	-0.9	0.4	-2.2
Cc1ccc(/C=N/n2c(=O)c(C(C)(C)C)nn3cnnc23)cc1	8.4	7.8	2.1	-2.4	4.9	-15.4	8.1	-1.5	1.1	-5.8	0.2
CC(=O)c1cccc(Nc2nc(-c3ccccc3)nc3ccccc23)c1	-28.5	-12.9	3.1	-7.1	0.6	4.5	-18.9	5.7	1.3	-7.5	0.2
CC(=O)CSc1nnc(-c2ccc3c(c2)OCO3)o1	12.8	-5.2	-15.5	18.0	2.8	nt	7.2	-2.4	0.7	-11.1	0.8
Cc1cccc(-n2c(SCC(=O)N3CCN(c4ccccn4)CC3)nnc2N2CCOCC2)c1	12.7	-10.0	-4.8	4.3	-0.9	19.4	-19.1	-3.3	3.1	-11.9	-1.8
CCc1ccccc1Nc1nc(N)nc(CSc2nnnn2C)n1	3.5	-3.3	10.6	-2.2	0.6	-41.7	-2.2	-0.7	1.3	3.7	4.1
CCOc1oc(-c2ccc(OC)cc2)nc1C(F)(F)F	-3.3	4.4	20.7	-2.7	0.5	-17.2	3.3	0.6	0.2	2.6	-0.3
CCN(CC1CCCO1)C(=O)C1CCN(C2CCN(Cc3ccccc3C)CC2)CC1 (stereo not given)	2.6	-0.9	21.2	17.9	-1.1	24.2	15.4	-0.8	-0.1	-11.7	1.9
O=C(NCc1cccnc1)C(=O)N/N=C/c1ccccc1[N+](=O)[O-]	10.4	7.5	-7.7	-0.5	2.2	-6.5	-24.9	-2.1	3.2	10.3	-0.2
O=C1NC(=O)C2C1C(c1cccs1)NN2Cc1ccccc1 (stereo not given)	8.4	-1.0	-1.1	-1.5	-0.8	nt	5.9	-1.7	-1.2	7.7	-0.5
O=C(NNc1nc2ccccc2nc1C(F)(F)F)c1ccccc1	7.2	-4.7	-4.5	24.5	4.0	-10.6	1.8	-1.6	1.6	-4.0	0.6
CN(C)c1ccnc(-n2cccc2/C=N/OCc2ccccc2)c1C#N	11.1	-10.9	0.7	4.4	0.7	-12.0	12.9	-2.6	3.3	0.5	0.6
O=C(Nc1ccc2nc(-c3ccccc3)[nH]c2c1)c1ccco1	4.5	-4.6	-49.0	148.8	0.2	nt	-6.8	-0.8	1.5	-1.7	-2.4
COc1cc(C(=O)NC(=S)N2CCCCCC2)cc(OC)c1OC	13.0	-12.5	14.8	-18.8	1.1	8.7	-1.9	-2.7	2.8	-5.3	-1.2
CCCCSc1nc2c(cnn2-c2ccc(F)cc2)c(=O)[nH]1	-2.1	-7.4	8.7	-18.2	0.2	10.6	-18.9	0.4	3.2	-1.7	3.0
C=CCNC(=O)C1CCN(c2cnccn2)CC1	7.9	10.3	-7.2	-2.0	0.6	-6.2	-8.6	-1.6	0.4	-14.3	1.0
Cc1cc(Nc2ccccc2)n(-c2nc3ccccc3[nH]2)n1	4.4	-12.5	4.2	7.2	-0.3	-17.5	4.9	-0.8	3.2	-10.0	-0.1
Cc1cn(C2CCCO2)c(=O)nc1N (stereo not given)	14.7	1.5	0.9	nt	0.8	-5.5	-2.7	-2.9	nt	-14.8	nt
C/C=C\C=C/C(=O)Nc1cccc(C2=NOC3(C2)C[C@@H](C(N)=O)N(C(=O)/C=C/CC)C3)c1 (stereo not given in full)	-6.4	7.0	-5.7	10.1	nt	nt	-0.1	1.2	-0.6	3.6	-2.4
COc1ccc(CNc2nc3ccccc3n2Cc2ccccc2)cc1OC	-1.6	6.1	3.0	-4.1	3.4	0.4	-2.5	0.3	1.4	2.4	1.5
Cc1ccc(C(C)C)c(OCCCCN2CCNCC2)c1	-10.1	-9.9	2.5	-7.0	-1.1	16.4	-3.8	2.2	0.2	-2.6	-2.7
COc1cc2sc(-c3ccc(S(C)(=O)=O)cc3)c(-c3ccc4c(c3)OCO4)c2cc1OC	9.3	0.1	2.9	50.7	2.5	nt	-7.1	-1.7	-0.8	7.3	-1.3
C=CCn1c(SCC(=O)Nc2ncc(Cc3ccc(C)c(Cl)c3)s2)nnc1-c1ccncc1	11.8	-10.2	-0.6	-6.2	1.4	2.0	-6.8	-2.2	-1.1	-18.9	-1.1
Cc1ccc(C(=O)OC2CCOC2=O)cc1NC(=O)c1ccco1 (stereo not given)	4.4	0.3	-5.3	9.6	2.3	-7.2	-2.8	-0.8	-1.5	-4.3	0.1
CCN(CC)CCNC(=O)C1CCC(=O)N1CCc1ccccc1 (stereo not given)	12.4	0.2	-6.3	41.4	3.3	20.7	-19.5	-2.2	-2.8	4.8	-1.1
O=c1[nH]c(/C=C/c2ccccc2F)nc2ccccc12	-6.6	-9.5	-1.3	-4.5	0.6	-4.1	4.8	1.3	nt	-7.2	nt
CCOc1ccc(N(C(C)C(=O)N2CCCC2)S(C)(=O)=O)cc1 (stereo not given)	1.8	-1.1	-0.3	12.2	1.7	-22.7	-14.9	-0.3	2.9	3.3	0.5
CCOC(=O)/C=C1\SCC(=O)N1CC(=O)Nc1ccc2c(c1)CCC2	-8.1	-0.6	-1.1	-2.7	0.9	20.2	-23.2	1.3	1.6	-2.5	-1.4
CCc1cccc(NC(=O)c2ccc(Cn3c(=O)[nH]c4ccsc4c3=O)cc2)c1	2.0	5.6	-9.7	20.7	2.5	-21.3	-43.5	-0.3	-3.0	-1.2	-3.7
N=C1C(c2nc3ccccc3s2)=C(O)CN1NC(=O)c1ccco1	9.7	-2.2	2.4	5.4	-0.6	1.3	9.1	-1.9	0.6	-1.1	2.7
COc1cccc([C@@H]2CC=C(C(=O)O)[C@H](c3ccc(F)cc3)N2S(=O)(=O)c2ccc(C)cc2)c1	14.5	-10.1	7.7	-4.6	2.2	5.9	4.3	-2.5	-1.6	1.3	-2.5

Screens from PubChem.
